High-throughput results deposited in PubChem by National Center for Advancing Translational Sciences (NCATS).
HTT cytoprotect – cytoprotection in Huntington HTT-Q103 PC12 cell model. AID 1471. Potency, µM (series often up to 56.4 µM), without a hit: cytoprotection (ATP increase), most hits filed as activators. PC12 HTT-Q103 induced, cytoprotection, ATP luminescence, 40 h. hit rate 0.14% among 230,000;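 further: potency means the concentration at half of the fitted maximal effect; % of control where 0% means no effect; nearly all actives have a fitted effect of over 45% in size; toxic huntingtin expression switched on by the ecdysone agonist tebufenozide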
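PC12 cells with ecdysone-inducible HTT exon 1 Q103-GFP, induced with 100 nM tebufenozide and co-treated with library compounds in a dose series (1536-well, 1500 cells/well). Cytoprotection read as ATP content by ATPlite luminescence.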
aGlu spleen mod – inhibits or activates alpha-glucosidase in human spleen homogenate; AID 2112; human spleen homogenate, 4-MU-alpha-glucoside fluorescence; Potency, µM (top dose mostly 79.9 µM), inactives show at the highest dose activity change, negative = inhibition, hits mostly inhibitors; hit rate 0.006% among 240,000;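 further: potency means the concentration at half of the fitted maximal effect; 0% = enzyme with vehicle and -100% = no enzyme basal signal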
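Human spleen homogenate (1 ug) with 4-methylumbelliferyl-alpha-D-glucopyranoside (1 mM final) in 50 mM citrate/phosphate pH 5.0, 0.01% Tween-20; 40 min at 37 C. Stopped at pH 10; 4-MU fluorescence Ex 365/Em 440 nm; AC50 by Hill fit.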
LMNA splice mod – changes lamin A minigene splicing in HeLa cells; HeLa LMNA splicing GFP/RFP minigene ratio, 48 h; hit rate 0.01% among 200,000; Potency, µM (titrated, usually from 46.1 µM), for inactives: at the top dose ratio change, negative = inhibition, actives largely listed as inhibitors; active means well fitted inhibition curve with a large enough effect in the signal ratio, with a control signal flat, not every such curve was filed as active; inconclusive means small, poorly fitted or top-dose-only effect, or effect the other way, or a change in a side signal; the % refers to the signal ratio; further: potency means the concentration at half of the fitted maximal effect; on the % scale 0 is the no-effect control and ±100 the full control effect
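S3 HeLa cells stably expressing lamin A-EGFP splicing minigene plus DsRed2, 600 cells/well, 48 h compound exposure at 37C. Laser-scanning cytometry; analysed as GFP (500-530 nm)/RFP (575-640 nm) total intensity ratio; 0.5% DMSO vehicle.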
GAA glycogen mod – alters human alpha-glucosidase cleavage of glycogen; P10253; recombinant GAA, glycogen substrate, Amplex Red glucose oxidase fluorescence; Potency, µM (top dose mostly 76.4 µM), for the others: at the highest dose activity change, negative = inhibition, actives largely listed as inhibitors; hit rate 0.38% among 300,000; AID 2100;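 further: potency means the concentration at half of the fitted maximal effect; 0% = full enzyme reaction and -100% = no-enzyme basal signal; the screen sought inhibitors and activators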
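Recombinant enzyme (4 nM final) with compounds titrated up to 77 uM and bovine liver glycogen (30 ug) in citrate pH 5.0, 0.01% Tween-20, 37 C 40 min. Released glucose detected by Amplex Red/glucose oxidase (Ex 573/Em 610); AC50 from Hill fits.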
CBFb RUNX1 block – inhibitors of human CBF-beta and RUNX1 interaction | AlphaScreen CBFb-His/RUNX1-biotin binding, biochemical | Potency, µM (doses to about 59.8 µM), for inactives: at the top dose activity, negative = inhibition, hits mostly inhibitors | 230,000 tested, under 10 active | AID 1477; further: % of control where 0% means no effect
Target sequence (Q01196 whole entry, looked up): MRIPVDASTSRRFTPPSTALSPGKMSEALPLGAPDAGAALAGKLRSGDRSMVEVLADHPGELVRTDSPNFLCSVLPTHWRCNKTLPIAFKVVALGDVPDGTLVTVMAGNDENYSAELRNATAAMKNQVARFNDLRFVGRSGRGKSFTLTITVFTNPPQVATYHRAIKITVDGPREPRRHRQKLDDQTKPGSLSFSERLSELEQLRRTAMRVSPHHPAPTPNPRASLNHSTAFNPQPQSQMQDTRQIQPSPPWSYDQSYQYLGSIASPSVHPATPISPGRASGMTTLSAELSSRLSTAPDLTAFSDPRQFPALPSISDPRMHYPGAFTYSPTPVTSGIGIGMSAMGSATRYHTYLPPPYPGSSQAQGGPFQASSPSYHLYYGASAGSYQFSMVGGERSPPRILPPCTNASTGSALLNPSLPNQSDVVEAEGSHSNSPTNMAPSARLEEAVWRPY
Target sequence (Q13951 whole entry, looked up): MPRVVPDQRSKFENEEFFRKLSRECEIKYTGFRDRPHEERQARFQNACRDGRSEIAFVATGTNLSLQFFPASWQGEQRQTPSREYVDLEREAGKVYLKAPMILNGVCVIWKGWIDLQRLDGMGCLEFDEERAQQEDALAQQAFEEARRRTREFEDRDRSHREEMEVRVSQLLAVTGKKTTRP
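Bead-based AlphaScreen assay; binding partners His-tagged CBF-beta and biotinylated RUNX1 at 30 nM each. Compound exposure 15 min after a 20-min protein preincubation; bead step 90 min; all steps at room temperature.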
HttQ103 aggreg – inhibitors of mutant huntingtin aggregate formation in PC12 cells. PC12 HttQ103-GFP aggregates, Acumen cytometry, 40 h. Potency, µM (top dose mostly 46.1 µM), inactives show at the highest dose activity change, negative = inhibition, most hits filed as inhibitors. hit rate 1.1% among 220,000; further: potency means the concentration at half of the fitted maximal effect; on the % scale 0 is the no-effect control and ±100 the full control effect; nearly all actives have a fitted effect of over 60% in size
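Steps: seed 1500 PC12 HTTQ103-GFP cells/well; add tebufenozide, 100 nM final; add compound titration; add ATPLite reagent; quantify GFP aggregates by laser scanning cytometry.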
GAA inh – blocks human lysosomal alpha-glucosidase. purified human GAA, 4-MU-alpha-glucoside fluorescence. Potency, µM (doses to about 76.9 µM), inactives show at the highest dose activity change, negative = inhibition, usual class: inhibitors. P10253. hit rate 0.005% among 200,000;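 further: potency means the concentration at half of the fitted maximal effect; plate controls were uninhibited enzyme wells for no effect and no-enzyme background for full effect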
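Activity normalized between no-enzyme (basal) and enzyme-only wells. Conditions: 4 nM human enzyme, 400 uM fluorogenic substrate, citrate/phosphate pH 5.0 with Tween-20, 20 min room temperature, compounds up to 77 uM.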
* = called active by the depositor; u = inconclusive; x = not tested or not shown; [ ] = dose if it differs, or a comment. Unless noted, the call rests on the fitted dose curve; in most records, active means well fitted curve in the direction sought with a large enough effect; inconclusive means small, poorly fitted or top-dose-only effect, or another doubt; inactive means no such curve, though single readings can be large; an effect the other way counts as inactive or inconclusive.

SMILES	HTT cytoprotect	aGlu spleen mod	LMNA splice mod	GAA glycogen mod	CBFb RUNX1 block	HttQ103 aggreg	GAA inh
COc1ccccc1NC(=O)C(=O)NCC1COc2ccccc2O1 (stereo not drawn)	25%[10 µM]	-8%	1%	1%	4%	-9%	-5%
COc1ccc(S(=O)(=O)N2CCC(C(=O)N3CCc4ccccc4C3)CC2)cc1Cl	-27%	-7%	8%	-7%	5%	u	-15%
COc1ccc(NC(=O)C2CCCCN2CC(=O)OCc2ccccc2)cc1OC (stereo not drawn)	-7%[10 µM]	2%	3%	-3%	1%	17%	-4%
Cc1ccc(NC(=O)Cn2cnc3c(oc4nc5c(cc43)COC(C)(C)C5)c2=O)cc1	-11%[10 µM]	-11%	-5%	-10%	16%	-3%	9%
O=C(CCc1ccc(S(=O)(=O)NC2CCCCC2)cc1)NCc1ccccc1	9%	1%	4%	0%	4%	-15%	2%
O=P(c1ccccc1)(c1ccccc1)C(O)c1ccccn1 (stereo not drawn)	14%[10 µM]	4%	x	8%	-17%	15%[9.22 µM]	x
N#Cc1ccc(N/N=C/c2ccccc2)c([N+](=O)[O-])c1	x	4%	-2%[46 µM]	13%	-1%	15%	-4%
COc1ccc(-c2cc(C(F)(F)F)c(C#N)c(SCC(=O)O)n2)cc1	-20%[10 µM]	0%	x	-3%	1%	-1%[9.22 µM]	u
Cc1c(C(=O)Nc2ccc(N3CCOCC3)cc2)oc2ccccc12	-71%[inhibitor][10 µM]	-4%	-8%	-3%	-2%	-28%	-9%
Cc1ccnc(NC(=O)CCC(=O)N(CC(=O)NC2CCCCC2)c2ccc3c(c2)OCO3)c1	-12%[10 µM]	7%	-3%	-8%	6%	11%	6%
Cc1ccc2c([N+](=O)[O-])c(C)ccc2n1	-6%	1%	12%	3%	-4%	12%	-1%
O=C(c1ccc(-n2cccc2)cc1)N1CCCCC1	-30%[10 µM]	-9%	1%[46 µM]	8%	-14%	0%	3%
CCN1/C(=C\c2ccc3ccccc3[n+]2CC)Sc2cc(C)ccc21	-60%[inhibitor][10 µM]	8%	u	-8%	-14%	u	6%
C=C1c2cc(C)c(C)cc2NC(=O)N1c1ccccc1	-16%[10 µM]	-8%	x	0%	5%	-5%[9.22 µM]	x
Cc1ccn2cc(-c3ccc(NC(=O)c4ccco4)cc3)nc2c1	x	-9%	14%	-4%	-8%	8%	-1%
O=C(NC1CCCCC1)OCCN1CCN(Cc2ccccc2)CCC1=O	x	-5%	-4%	-9%	16%	-13%	6%[15.4 µM]
CC(NC(=O)C(Cc1ccccc1)n1cccc1)c1ccccc1 (stereo not drawn)	11%[10 µM]	3%	x	-2%	10%	20%[9.22 µM]	x
O=C1CC(c2ccccc2)CC(O)=C1C=NCCN1CCOCC1 (stereo not drawn)	23%[1.9 µM]	-4%	-3%	-5%	5%	-5%	-5%
CCOC(=O)c1sc(NC(=O)CSc2nccc(C)n2)nc1C	-11%	-5%	u	-8%	-3%	17%	u
Nc1ccccc1-c1nnc(SCc2ccccc2Cl)[nH]c1=O	-3%	0%	-10%	2%	-3%	-11%	-14%
Cc1ccccc1C(=O)NC(C(=O)Nc1nc2c(s1)CCCC2)C(C)C (stereo not drawn)	-3%[10 µM]	9%	u	6%	4%	23%	0%
c1ccc(-c2nnc(CSc3nnc(-c4ccncc4)n3Cc3ccco3)o2)cc1	-4%	9%	u	9%	-1%	-27%	0%
c1ccc(N/N=C2\CCCc3ccccc32)nc1	u	-20%	7%[46 µM]	-29%	-15%	-4%	-13%
CC(C)CC(NC(=O)C(CC(C)C)NC(=O)C(Cc1ccc(OCc2ccccc2)cc1)NC(=O)OC(C)(C)C)C(N)=O (stereo not drawn)	u	-3%	u	-6%	2%	15%[9.22 µM]	u
Cc1nn(CC(=O)OCC(=O)Nc2ccccc2[N+](=O)[O-])c(C)c1[N+](=O)[O-]	43%[10 µM]	u	9%	-1%	0%	5%	3%
O=c1c2ccccc2nc(SCc2ccncc2)n1CC1CCCO1 (stereo not drawn)	u	2%	x	1%	5%	4%	0%
COc1ccccc1NS(=O)(=O)c1cccc(NC(=O)c2cc3ccccc3oc2=O)c1	-16%[10 µM]	2%	x	9%	-1%	4%	12%
N#C/C(=C\c1cccnc1)C(=O)Nc1ccc(C(=O)O)cc1	-24%	1%	x	-1%	1%	5%	2%
Cn1cc(S(=O)(=O)NCCc2ccccc2)c(=O)n(C)c1=O	-1%[10 µM]	5%	x	-3%	6%	-11%[9.22 µM]	x
Cn1nnnc1SCCNCc1cccc2ccccc12	2%	-7%	2%	14%	2%	-5%	0%
CC(C)CC1NC(=O)N(CC(=O)N2CCN(S(=O)(=O)c3ccc(Cl)cc3)CC2)C1=O (stereo not drawn)	15%[10 µM]	1%	14%	-15%	4%	-7%	-4%
CC(=O)c1ccc(NC(=O)c2cc(CC(C)C)on2)cc1	-9%	-3%	-3%	1%	14%	-4%	-4%
C=CCn1c(CNC(=O)c2ccco2)nnc1SCC(=O)c1ccccc1	-24%	0%	x	3%	2%	33%	2%
O=C1ON=C(c2cccc([N+](=O)[O-])c2)/C1=C/c1ccc(O)cc1	-44%[inhibitor]	x	-8%[9.22 µM]	-11%	-26%	8%	-5%
O=c1[nH][nH]c(=O)c2cc([N+](=O)[O-])ccc12	u	1%	x	x	17%[21.7 µM]	x	x
CCC1Oc2ccc(C)cc2N(CC(=O)NCc2cc(OC)ccc2OC)C1=O (stereo not drawn)	-2%[10 µM]	-6%	-8%	5%	7%	3%	-4%
CC[C@@H]1C=C(C)C[C@H](C)C[C@H](OC)[C@H]2O[C@@](O)(C(=O)C(=O)N3CCCC[C@H]3C(=O)O[C@H](/C(C)=C/[C@@H]3CC[C@@H](O)[C@H](OC)C3)[C@H](C)[C@@H](O)CC1=O)[C@H](C)C[C@@H]2OC	x	2%	u	-2%	5%	8%	-8%[15.4 µM]
Cc1oc(/N=C/c2ccc(O)cc2O)c(C#N)c1C	-13%	10%	x	7%	-4%	-21%	u
S=C(Nc1ccc2c(c1)OCO2)NC1CCN(Cc2ccccc2)CC1	5%	5%	7%	13%	-12%	-3%	-9%
O=C(CSc1ccccn1)N1CCN(c2ccccc2)CC1	39%[10 µM]	5%	-10%	4%	4%	18%	-3%
N#CC(C#N)=C/C=C(\Nc1ccc(Cl)cc1)c1ccc(Cl)cc1	0%[10 µM]	-1%	x	5%	20%	4%[9.22 µM]	x
C/C(=N/Oc1nc(C)cc(C)n1)c1ccccc1	-3%	-3%	-9%	7%	2%	-2%	-6%
O=C(CC12CC3CC(CC(C3)C1)C2)NC(=S)N1CCCCC1	3%[10 µM]	4%	-2%	7%	8%	-12%	-2%
Cc1cc(C)c(S(=O)(=O)c2ccccc2C)c(SCC(C)C)n1	19%[10 µM]	-5%	-4%	-2%	28%	-6%	-11%
O=S(=O)(N/N=C/c1cccc(OC2CSC2)c1)c1ccccc1	x	0%	-6%	8%	-17%	16%	-8%
CCN1CCN(c2ccc(NC(=O)CCc3c(C)nc4c(-c5ccccc5)c(C)nn4c3C)cc2)CC1	-37%	-8%	1%	9%	-2%	u	-9%[15.4 µM]
C=CCN1/C(=C(\C#N)C2=NS(=O)(=O)c3ccccc32)N(C)c2ccccc21	17%	-12%	-2%	5%	7%	-2%	-7%
Cc1cc(=O)c2cc(Cl)ccc2[nH]1	-7%	-2%	-8%	4%	u	-22%	u
CC(CN(C)Cc1nc(Cc2cccc(C(F)(F)F)c2)no1)CN1CCCC1 (stereo not drawn)	-9%[10 µM]	-13%	5%[46 µM]	-15%	3%	-2%[9.22 µM]	15%
CC(=O)C1=C(C)NC(SCC(=O)Nc2nccs2)=C(C#N)C1c1ccccc1Cl (stereo not drawn)	18%[10 µM]	-11%	-5%	5%	1%	1%	-3%

Next section:
SMILES	HTT cytoprotect	aGlu spleen mod	LMNA splice mod	GAA glycogen mod	CBFb RUNX1 block	HttQ103 aggreg	GAA inh
Cc1noc2ncnc(Sc3c(Cl)cccc3Cl)c12	27%[10 µM]	-3%	u	2%	4%	-1%	-3%
CC1=CC(C)[C@H](/C=N/n2c(=O)[nH]c3c([nH]c4ccc(Br)cc43)c2=O)C(C)C1 (stereo partly drawn)	-51%[inhibitor]	-5%	x	-5%	-7%	18%	2%
CC[C@@]1(c2ccccc2)NC(=O)N(C)C1=O	16%	x	24%	x	x	-3%	x
CCOC(=O)c1cc(C(=O)NN)c(C)nc1C	7%[10 µM]	-4%	3%	-10%	-8%	-6%	10%
Cc1ccc(N=C2SC(C(=O)Nc3ccc(OC(F)(F)F)cc3)C(N)=C2C(=O)Nc2c(C)cc(C)cc2C)cc1 (stereo not drawn)	35%[10 µM]	-2%	u	-6%	-3%	-5%	u
O=C(O)CCCN1C(=O)C2C3CC(C2C1=O)C1C(c2ccccc2)c2sc(=O)[nH]c2SC31 (stereo not drawn)	28%	1%	13%[9.22 µM]	u	-4%	4%	12%
CC(C)c1ccc(/C=N/N2CCCCC2)cc1	-21%	2%	u	-14%	18%	-11%	-3%
O=C1CCc2cc(S(=O)(=O)NC(C(=O)N3CCN(c4ccccn4)CC3)c3ccccc3)ccc2N1 (stereo not drawn)	-42%[inhibitor]	0%	x	9%	4%	-10%	3%
NC1=NC(c2cccc(O)c2)n2c(nc3ccccc32)N1 (stereo not drawn)	-1%	7%	2%	-5%	4%	-11%	-1%
COc1cc2c(cc1NC(=S)Nc1cccc(C(F)(F)F)c1)oc1ccccc12	-16%	-5%	u	u	-9%	-22%	-1%

3 of these compounds in a different format:
mol,HTT cytoprotect,aGlu spleen mod,LMNA splice mod,GAA glycogen mod,CBFb RUNX1 block,HttQ103 aggreg,GAA inh
CCOC(=O)c1cc(C(=O)NN)c(C)nc1C,7%[10 µM],-4%,3%,-10%,-8%,-6%,10%
Cc1ccc(N=C2SC(C(=O)Nc3ccc(OC(F)(F)F)cc3)C(N)=C2C(=O)Nc2c(C)cc(C)cc2C)cc1 (stereo not drawn),35%[10 µM],-2%,u,-6%,-3%,-5%,u
O=C(O)CCCN1C(=O)C2C3CC(C2C1=O)C1C(c2ccccc2)c2sc(=O)[nH]c2SC31 (stereo not drawn),28%,1%,13%[9.22 µM],u,-4%,4%,12%
